High-throughput results (PubChem)
S-ASM inh – Inhibitors of Secretory Acid Sphingomyelinase (S-ASM): qHTS; hit rate 0.006% among 340,000; Sphingomyelin phosphodiesterase (Homo sapiens), P17405; placental ASM, HMU-PC fluorogenic substrate, 60 min; Potency, µM (highest dose often 57.5 µM), for inactives: top-dose activity change, negative = inhibition, usual class: inhibitors; note: potency is the fitted concentration of half-maximal effect
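Fluorogenic HMU-PC substrate (9 uM final) is turned over by placental ASM in 60 min at 37 C after a 10 min compound preincubation. Reaction ended by alkaline stop (pH 10), with fluorescence read at 386/447 nm.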
ELG1 genotox – qHTS screen for small molecules that induce genotoxicity in human embryonic kidney (HEK293T) cells expressing luciferase-tagged ELG1; HEK293T ELG1-luciferase reporter, luminescence, 16 h; Potency, µM (top dose mostly 46 µM), for inactives: top-dose activity change, positive = activation, most hits filed as activators; hit rate 1.3% among 330,000; AID 504466, 2011; note: potency is the fitted concentration of half-maximal effect; % of control where 0% means no effect; nearly all actives have a fitted effect of over 60% in size
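Genotoxicity was scored as increased ELG1-luciferase reporter signal, measured by ONE-Glo luminescence (30 min, room temperature). Compound or vehicle exposure of the HEK293T reporter cells lasted 16 hr at 37°C.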
USP2a inh – qHTS Assay for Inhibitors of Ubiquitin-specific Protease USP2a Using CHOP2 as the Reporter; hit rate 0.01% among 330,000; Ubiquitin carboxyl-terminal hydrolase 2 (Homo sapiens), O75604; USP2 core, Ub-CHOP2 coupled fluorogenic reporter, 485/531; Potency, µM (highest dose often 38.3 µM), for inactives: at the top dose activity change, negative = inhibition, usual class: inhibitors;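 note: potency is the fitted concentration of half-maximal effect; plate controls were DMSO wells for no effect and full inhibition by NEM control for full effect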
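USP2 core (10nM final) preincubated 30min RT with compound in 20mM Tris-HCl pH 8.0, 2mM CaCl2, 2mM beta-mercaptoethanol, 0.05% CHAPS; 25nM Ub-CHOP2 plus 25nM reporter substrate added, fluorescence (Ex485/Em531) read after 60min.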
uPA generation – qHTS for Inhibitors of Cell Surface uPA Generation | cell surface uPA generation assay, qHTS | Potency, µM (doses to about 38.3 µM), inactives show at the highest dose activity change, negative = inhibition, usual class: inhibitors | hit rate 0.31% among 330,000 | AID 540303, 2011; active = well fitted inhibition curve with a large enough effect; inconclusive = small, poorly fitted or top-dose-only effect; inactive = no such curve, though single readings can be large or run the other way; tested in mouse RAW 264.7 cells; note: potency is the fitted concentration of half-maximal effect; % is set by controls: 0 for no effect and ±100 for the full control effect; nearly all actives have a fitted effect of over 55% in size
B2AR arrestin – qHTS assay of beta-arrestin-biased ligands of beta2-adrenergic receptor; Beta-2 adrenergic receptor (Homo sapiens), P07550; Potency, µM (doses to about 46.1 µM), for the others: top-dose activation, most hits filed as activators; beta-arrestin recruitment to beta2AR, cell-based reporter; AID 492947, 2010; hit rate 0.02% among 330,000;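 note: potency is the fitted concentration of half-maximal effect; 0% = DMSO controls and full agonism = EC100 isoproterenol or metaproterenol; nearly all actives have a fitted effect of over 65% in size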
BRCA1 expr up – qHTS Assay to Identify Small Molecule Activators of BRCA1 Expression; MCF7-BRCA1-FFLuc reporter, luminescence, 48 h; response scale: scaled: vehicle 0%, 10 µM genistein 100%; Potency, µM (doses to about 46.1 µM), without a hit: at the top dose activation, usual class: activators; hit rate 1.1% among 380,000; note: potency is the fitted concentration of half-maximal effect; nearly all actives have a fitted effect of over 80% in size; some results filed as inactive show a strong effect at the top dose
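Using MCF7 cells harboring a BRCA1 firefly luciferase reporter, plated 2 h before compound pinning, the screen measured luminescence after 48 h incubation. Responses were normalized to DMSO and 10 microM genistein, then fitted for concentration-effect.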
Eya2 phos inh – qHTS Assay for Inhibitors of the Phosphatase Activity of Eya2; hit rate 0.006% among 330,000; Protein phosphatase EYA2 (Homo sapiens), O00167; recombinant Eya2, OMFP fluorescence dephosphorylation (OMFP is methylfluorescein phosphate); Potency, µM (highest dose often 76.9 µM), for inactives: at the top dose activity, negative = inhibition, most hits filed as inhibitors; note: potency is the fitted concentration of half-maximal effect; % is set by controls: 0 for no effect and ±100 for the full control effect
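Eya2 protein (added as 0.2 uM solution) was preincubated with compound for 10 min at ambient temperature in 50 mM HEPES pH 7.5, 50 mM NaCl, 5 uM MgCl2, 0.05% BSA, 1 mM DTT. OMFP (added at 50 uM) then reacted 10 min; fluorescence read at 485/525 nm.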
p53 reactivator – qHTS assay for re-activators of p53 using a Luc reporter; H1299 p53-A138V BP100-luciferase reporter, luminescence, 24 h; AID 504706, 2011; Potency, µM (top dose mostly 92.2 µM), inactives show at the top dose activity change, positive = activation, actives largely listed as activators; hit rate 0.063% among 320,000; note: potency is the fitted concentration of half-maximal effect; % of control where 0% means no effect; nearly all actives have a fitted effect of over 45% in size
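p53-null H1299 cells stably carrying temperature-sensitive p53-A138V and a BP100-luciferase reporter were pinned with compounds (4-point, 1:5 series) and held 24 hrs at 37 deg C. Luminescence was read 10 min after detection reagent.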
a7 integrin act – qHTS for Activators of Integrin-Mediated Alleviation for Muscular Dystrophy. alpha7betagal myoblasts, beta-gal FDG fluorescence, 48 h. AID 624291, 2012. Potency, µM (titrated, usually from 38.3 µM), for the others: top-dose activation, actives largely listed as activators. hit rate 0.064% among 350,000;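 note: potency is the fitted concentration of half-maximal effect; 100% = response of the positive control SU9516; nearly all actives have a fitted effect of over 60% in size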
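alpha7betagal+/- myoblasts (passage 13, 250/well) treated 48 h at 37C with compounds at 1:260 dilution of DMSO stock. Lysed, then beta-galactosidase activity read as FDG fluorescence (ex 480/em 540) after 30 min, with pre-read for autofluorescence.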
TRPV1 ag – HTS Assay for Compounds that Act as Agonists of the Vanilloid Receptor 1; TRPV1-expressing cells, Fluo-8 calcium influx, agonist mode; activation, % at 8.33 µM; hit rate 0.19% among 320,000; in the data active = activation above about 80%; inconclusive = between about 30% and that limit; note: 0% is about no effect
Target sequence (Q8NER1 whole entry, looked up): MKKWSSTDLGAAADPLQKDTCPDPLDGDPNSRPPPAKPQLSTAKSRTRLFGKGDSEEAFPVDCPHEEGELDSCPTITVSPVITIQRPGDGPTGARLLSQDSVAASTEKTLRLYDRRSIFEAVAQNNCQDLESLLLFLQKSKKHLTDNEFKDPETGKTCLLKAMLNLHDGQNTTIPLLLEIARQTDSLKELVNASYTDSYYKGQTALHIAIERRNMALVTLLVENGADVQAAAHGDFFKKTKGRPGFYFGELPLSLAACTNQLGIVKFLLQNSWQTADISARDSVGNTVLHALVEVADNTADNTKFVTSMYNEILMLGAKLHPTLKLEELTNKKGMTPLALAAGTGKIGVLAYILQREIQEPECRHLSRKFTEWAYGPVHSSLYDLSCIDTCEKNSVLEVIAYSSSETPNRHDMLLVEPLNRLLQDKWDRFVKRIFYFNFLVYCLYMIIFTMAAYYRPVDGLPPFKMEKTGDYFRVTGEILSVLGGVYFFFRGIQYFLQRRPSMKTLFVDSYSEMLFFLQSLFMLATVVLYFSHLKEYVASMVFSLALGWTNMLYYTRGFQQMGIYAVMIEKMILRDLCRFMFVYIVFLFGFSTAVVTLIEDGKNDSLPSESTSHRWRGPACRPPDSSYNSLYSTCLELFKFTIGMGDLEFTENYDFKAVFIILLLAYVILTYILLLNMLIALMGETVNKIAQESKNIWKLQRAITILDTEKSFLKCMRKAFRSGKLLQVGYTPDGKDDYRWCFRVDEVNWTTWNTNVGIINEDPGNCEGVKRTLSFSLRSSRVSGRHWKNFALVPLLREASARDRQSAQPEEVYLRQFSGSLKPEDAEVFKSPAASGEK
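Cells expressing TRPV1 were dye-loaded with Fluo-8 and read kinetically: 10 s baseline, 3 min after compound (agonist portion), then 2 min after EC20 capsaicin (allosteric enhancer portion). Calcium-bound dye fluorescence at 480/520 nm.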
TSG101-PTAP inh – qHTS Assay for Iinhibitors of HIV-1 Budding by Blocking the Interaction of PTAP/TSG101; Fluorescence polarization, FITC-PTAP peptide / Tsg101 binding; 340,000 tested, under 10 active; Potency, µM (highest dose often 115 µM), inactives show top-dose activity change, negative = inhibition, actives largely listed as inhibitors; active = well fitted inhibition curve with a large enough effect in the main read-out, with a control signal flat, not every such curve was filed as active; inconclusive = small, poorly fitted or top-dose-only effect, or effect the other way, or a change in a side signal; inactive = no such curve, though single readings can be large or run the other way; note: potency is the fitted concentration of half-maximal effect; % of control where 0% means no effect
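FP read-out: FITC-PTAP peptide, 50 nM final, binding Tsg101 binding domain, 10 uM final; 20 min, r.t.; 10 mM HEPES pH 7.5, 0.15 M NaCl, 0.01% Tween 20, 3 mM EDTA, 0.1 mM TCEP.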
An asterisk follows results filed as active; ? = inconclusive; . = not tested or not shown; [ ] = remark or other dose. Unless noted, calls come from the whole dose curve; as a rule, active = well fitted curve in the direction sought with a large enough effect; inconclusive = small, poorly fitted or top-dose-only effect, or another doubt; inactive = no such curve, though single readings can be large; an effect the other way counts as inactive or inconclusive.

Results follow in this order: S-ASM inh, ELG1 genotox, USP2a inh, uPA generation, B2AR arrestin, BRCA1 expr up, Eya2 phos inh, p53 reactivator, a7 integrin act, TRPV1 ag, TSG101-PTAP inh
COc1ccc(C2NC(=O)NC(C)=C2C(=O)Nc2cc(C)ccc2C)cc1OC (configuration not stated)
→ 0%, 4%, -2%, 4%, -1.0%, 0%, 0%, -6%, -18%, -1, -4%
CCOC(=O)c1c(NC(=O)COC(=O)c2ccc(O)cc2)sc(C(=O)NC)c1C
→ -3%, ., ., -1%, ., -45%, ., ., 14%, ., 1%
CSCCC(NS(=O)(=O)c1cccs1)C(=O)NCc1ccccc1 (configuration not stated)
→ 3%, 1%, -2%, 7%, -0.4%, -14%, 18%, 2%, 3%, 5, 1%
CCOC(=O)[C@@H]1[C@H]2COc3ccc(Br)cc3[C@@H]2N2C(=O)N(c3ccc(Br)cc3)C(=O)[C@@]12C
→ 4%, -1%, 2%, 10%, -0.1%, -24%, -1%, -2%, 8%, ., -7%
CC(=O)NCCC(=O)N(Cc1ccccc1)c1nc2c(C)cccc2s1
→ -9%, 2%, -2%, 0%, 0.0%, 2%, -15%, -27%, -1%, ?, -9%
COc1ccccc1-c1cc(C(=O)Nc2ccccc2SC)no1
→ 5%, -3%, -1%, ., -0.1%, 2%, 7%, 2%, 17%, 5, -3%
C=CCN(C(=O)CSc1nc2ccsc2c(=O)n1Cc1ccccn1)c1ccccc1
→ -1%, 5%, -11%, -9%, -1.0%, ?, 0%, 4%, -5%, -4, -3%
CCC(C)N(C(=O)c1csnn1)C(C(=O)NC1CCCC1)c1c(F)cccc1Cl (configuration not stated)
→ -2%, -1%, -1%, -5%, 0.1%, -25%, 6%, -5%, ?, 5, -1%
CCC(Oc1ccccc1)C(=O)Nc1ncc([N+](=O)[O-])s1 (configuration not stated)
→ -3%, -12%, 1%, -3%, -0.7%, -5%, 11%, 5%, -26%, 4, -1%
Cn1cnnc1SCC(=O)Nc1ncc(C(F)(F)F)cc1Cl
→ -3%, -1%, 0%, 12%, 0.6%, -2%, 14%, 3%, -14%, 1, 0%
CC(=O)c1ccc(OCc2cc(C(=O)N3CCCCCCC3)no2)cc1
→ -1%, -6%, 0%, 2%, 0.5%, 40%, -18%, 8%, -23%, ?, -1%
CN(C1CCCCC1)S(=O)(=O)c1ccc(C(=O)O)cc1
→ 5%, -1%, 2%, -1%, -0.8%, 1%, 27%, -3%, 5%, ., 0%
Cc1cc(C)c(S(C)(=O)=O)c(S(=O)(=O)c2ccc(Cl)cc2)n1
→ -2%, 0%, -1%, -3%, -0.3%, -54%, -11%, 23%, -50%[inhibitor], 2, -1%
Cc1ccc(OC(C)C(=O)N(C)Cc2ccccc2)c([N+](=O)[O-])n1 (configuration not stated)
→ 3%, 11%, 3%, -6%, -0.8%, 3%, 16%, 0%, 21%, -4, -5%
c1ccc(-c2csc(-c3ccncc3)n2)cc1
→ -1%, 19%, 1%, 3%, -0.3%, 84%, 5%, 7%, 6%, 10, -3%
CC(=O)Nc1ccc(NC(=O)Cn2cnc(S(=O)(=O)N3CCOCC3)c2)cc1
→ 4%, 0%, 5%, -6%, -0.2%, 0%, 1%, 1%, -1%, 1, -4%
COC(=O)C(F)(Sc1c(C)n(C)n(-c2ccccc2)c1=O)C(F)(F)F (configuration not stated)
→ 4%, -1%, 1%, 13%, 0.1%, -15%, -2%, 16%, -12%, -6, -5%
CCn1c(=O)cc(C(F)(F)F)[nH]c1=S
→ 5%, 4%, 0%, 6%, -0.1%, 0%, 15%, -1%, -18%, -1, 0%
C=CCOc1ccc(/C=C/C(=O)OCC(=O)N(C)CC(=O)Nc2ccccc2Cl)cc1
→ -17%, ?, 5%, 1%, ?, -8%, -23%, 6%, -17%, 2, -1%
CCOc1ccc(CCNC(=O)COC(=O)CSc2ccccc2C)cc1OCC
→ -3%, -5%, -4%, -25%, -1.1%, -9%, -21%, 1%, -30%, ?, 0%
O=C1C=C(c2ccc(Oc3ccccc3)cc2)C[C@@H](c2ccc3c(c2)OCO3)C1
→ -8%, 1%, 3%, 21%, 0.2%, 2%, 0%, -5%, -42%, 10, -2%
COc1ccc(CNC(=O)c2sccc2-c2ccccc2)cc1OC
→ 0%, -16%, -1%, 1%, -0.5%, -33%, -3%, -7%, -17%, 11, -7%
COC(=O)c1c(NC(=O)CSc2nnnn2-c2ccc3c(c2)OCO3)sc(C)c1C
→ 2%, 3%, 3%, 6%, 0.2%, 0%, 1%, 1%, 3%, -2, -4%
Cn1c(SCC(=O)Nc2ccc(NC(=O)c3ccccc3F)cc2)nnc1-c1ccncc1
→ 1%, 11%, 2%, -11%, -0.6%, 31%, 22%, 2%, 6%, 0, -1%
COC(=O)c1cc(OC)c(OC)cc1NC(=O)CN1CCOCC1
→ 3%, 12%, 3%, 2%, -0.2%, -4%, ?, -3%, 27%, -1, -6%
Cc1cc(C(=O)NC2CCCCC2C)c2ccccc2n1 (configuration not stated)
→ -2%, -3%, 3%, 10%, 0.2%, 0%, -6%, 2%, -48%[inhibitor], 1, 1%
O=C(NCc1cccc(Cl)c1)c1cc(COc2ccc3ncccc3c2)on1
→ -9%, -10%, 2%, -4%, -0.5%, -55%, -7%, -2%, -20%, 25, -3%
CCOc1ncccc1C(=O)OCC(=O)Nc1c(C)cc(C)cc1C
→ 1%, 0%, 0%, -4%, 0.2%, 51%, -15%, 4%, 23%, 0, -3%
CCOc1ccccc1NS(=O)(=O)N(C)C
→ 1%, 2%, 2%, 2%, 3.3%, 1%, 19%, 6%, 25%[7.66 µM], -1, 2%
COc1ccc(-c2noc(CCN3C(=O)c4ccccc4C3=O)n2)cc1OC
→ -3%, 1%, -2%, 0%, 0.4%, 14%, -3%, 2%, -15%, -6, -3%
CCCN1C(=O)c2ccccc2NC1c1ccc(Br)cc1 (configuration not stated)
→ 87%[activator], 0%, -2%, -3%, -0.2%, -22%, -12%, -5%, 19%, 4, -17%
Cc1cc(C)nc(N2CCC(C(=O)Nc3ccc(Oc4ccccc4)cc3)CC2)n1
→ -2%, -2%, -1%, ., -0.1%, -8%, 15%, -3%, 16%[7.66 µM], 0, -4%
COc1ccc(C(=O)CSc2ccc3nnc(-c4cccnc4)n3n2)cc1
→ -2%, 1%, 0%, -10%, -0.2%, -23%, -10%, 4%, 20%, 2, 1%
COC(=O)/C(=C1/Oc2ccc(C)cc2S1)C(F)(F)F
→ -3%, ?, 0%, 15%, -0.3%, 21%, -17%, 28%, ?, 0, -5%
Cc1ccccc1OCc1nc2ccccc2n1C
→ 0%, ?, 1%, ?, -0.9%, 78%, -6%, ., -19%, ?, 2%
CC(Sc1nnc(COc2ccc(Cl)cc2)n1-c1ccccc1)C(=O)O (configuration not stated)
→ 8%, 1%, 0%, 1%, -0.1%, 6%, 1%, ., 22%, -1, -8%
O=C(CSc1ncnc2c1cnn2CCO)Nc1cccc(C(F)(F)F)c1
→ 2%, -7%, 2%, -3%, 0.3%, 4%, 2%, -22%, 9%, 2, -1%
CCCCCC1CC(CC(=O)Nc2ccc([N+](=O)[O-])cc2)OC1=O (configuration not stated)
→ -4%, -8%, -1%, 1%, -0.2%, 2%, 2%, -1%, 23%, 18, -3%
Cc1ccc(NC(=O)C(C)c2ccc(-c3ccccc3)c(F)c2)c(C)c1 (configuration not stated)
→ -3%, 25%, -2%, 3%, -0.1%, -1%, 24%, -6%, -8%, 2, -2%
